LYP act – LYP (human) phosphatase activation | 0.11% of 96,000 active | recombinant LYP, DiFMUP fluorescence; 0 = plate median, 100 = signal doubled | activation, % at 2 µM | Q9Y2R2;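 active = activation at 2 µM above a set limit, the mean plus 5 SD, cut at about 37% in these data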
Target sequence (Q9Y2R2 whole entry, looked up): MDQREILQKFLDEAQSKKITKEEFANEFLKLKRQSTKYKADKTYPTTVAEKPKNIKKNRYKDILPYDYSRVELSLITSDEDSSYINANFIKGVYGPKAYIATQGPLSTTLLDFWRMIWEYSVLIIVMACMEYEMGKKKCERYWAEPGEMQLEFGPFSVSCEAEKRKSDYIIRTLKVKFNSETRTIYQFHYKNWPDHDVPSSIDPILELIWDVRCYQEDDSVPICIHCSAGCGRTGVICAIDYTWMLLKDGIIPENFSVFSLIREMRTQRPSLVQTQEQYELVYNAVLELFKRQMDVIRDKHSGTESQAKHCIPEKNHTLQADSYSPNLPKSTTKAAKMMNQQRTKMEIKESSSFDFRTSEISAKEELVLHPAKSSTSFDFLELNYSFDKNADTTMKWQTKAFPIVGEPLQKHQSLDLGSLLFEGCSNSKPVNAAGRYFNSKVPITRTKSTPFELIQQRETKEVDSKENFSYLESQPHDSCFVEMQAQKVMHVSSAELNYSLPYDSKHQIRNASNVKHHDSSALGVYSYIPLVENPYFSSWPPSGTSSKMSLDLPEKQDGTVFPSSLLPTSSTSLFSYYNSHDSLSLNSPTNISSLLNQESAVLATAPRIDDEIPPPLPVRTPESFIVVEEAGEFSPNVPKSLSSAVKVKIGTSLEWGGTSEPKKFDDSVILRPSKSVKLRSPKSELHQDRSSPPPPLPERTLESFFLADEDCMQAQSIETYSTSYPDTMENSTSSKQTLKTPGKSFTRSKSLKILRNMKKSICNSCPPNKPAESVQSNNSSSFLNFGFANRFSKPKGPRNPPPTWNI
Candida biofilm – kills Candida albicans biofilms. C. albicans biofilm + clotrimazole, Alamar Blue. inhibition, % at 6 µM. 0.14% of 85,000 active. AID 834;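 active = inhibition above 20%; inactive = inhibition below 20%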;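 also: preformed 24 hr biofilms exposed to compound for 48 hr; 0% = biofilm without compound and 100% = blank killed by clotrimazole plus chlorhexidine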
CYP2C9 inh – inhibitors of human CYP2C9. AID 777. 20% of 96,000 active. inhibition, % at 5 µM. CYP2C9 Supersomes, luciferin-H conversion, luminescence;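 active = blocking of liver enzyme CYP2C9 beyond about 50% at 5 µM, limit read from the data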; also: values of inactives mirror those of a sister screen read the other way
PLK1 PBD inh – Plk1 (human) PBD binding inhibition | P53350 | Plk1 PBD phosphopeptide binding, fluorescence polarization | inhibition, %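 (tested at about 20 µM)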 | 0.13% of 97,000 active | AID 693; in the data active = inhibition above about 34%, passing the limit was not always enough
Rev-RRE block – HIV Rev-RRE protein-RNA interaction inhibition; inhibition, % at 8 µM; Rev peptide-RRE RNA binding, FRET; 0.79% of 97,000 active; P05866;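 active = inhibition above the screen-wide mean plus 3 SD, cut at about 35% in these data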;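 also: 0% = median DMSO wells and 100% = median Neomycin B control wells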
Target sequence (P05866 whole entry, looked up): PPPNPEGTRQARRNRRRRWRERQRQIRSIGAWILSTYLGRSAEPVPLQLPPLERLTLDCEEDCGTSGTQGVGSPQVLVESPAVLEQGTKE
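Assay system: Labelled RRE RNA duplex and labelled Rev peptide | Times: 5 min preincubation and 15 min binding, 25 °C | Detection: FRET, ex 480 nm, em 540 and 671 nm | Evaluation: % inhibition of FRET ratio versus controls | Benchmarks: DMSO wells as 0% and neomycin B wells as 100% inhibition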
LYP inh 2 – LYP (human) phosphatase inhibition. recombinant LYP catalytic domain, DiFMUP fluorescence. 0.21% of 96,000 active. AID 640. inhibition, % at 2 µM;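 active = inhibition at 2 µM at or above a set limit, the screen mean plus 3 SD, cut at about 24% in these data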;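 also: 0% = DMSO with enzyme and 100% = enzyme fully blocked by orthovanadate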
EphB4 ephrin blk – antagonists of human EphB4-ephrin-B2 interaction; P54760; EphB4 LBD / TNYL-RAW-Alexa532 peptide, fluorescence polarization; inhibition, % at 7 µM; 0.15% of 97,000 active;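 active = inhibition above the screen-wide mean inhibition plus 3 SD, cut at about 15% in these data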;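 also: 0% = DMSO wells and 100% = excess unlabeled TNYL-RAW peptide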
PLK1 inh – PLK1 (human) kinase inhibition | 0.53% of 97,000 active | inhibition, % at 10 µM | recombinant PLK1 kinase, TR-FRET peptide phosphorylation | P53350 | AID 619;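 active = inhibition of 50% or more in the single-concentration screen; inactive = inhibition below 50%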;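 also: 0% = DMSO max control and 100% = H-89 dihydrochloride min control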
CYP2C9 activ – activators of human CYP2C9; AID 1024; activation factor at 5 µM; recombinant CYP2C9, luciferin-H conversion, luminescence; active compounds read high; factor 1 = untreated enzyme, 0 = blocked; 1.4% of 96,000 active;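 active = activation factor of 2 or more for CYP2C9 at a 5 µM dose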;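 also: 0 = sulfaphenazole-blocked wells and 1 = vehicle-only wells; values of inactives mirror those of a sister screen read the other way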
An asterisk follows results filed as active; x = not tested or not shown; [ ] = another dose, or the depositor's remark.

SMILES	LYP act	Candida biofilm	CYP2C9 inh	PLK1 PBD inh	Rev-RRE block	LYP inh 2	EphB4 ephrin blk	PLK1 inh	CYP2C9 activ
O=S(=O)(NCCSc1nnnn1-c1ccccc1)c1cccs1	-11.8	5.4	6.4	-33.8	9.1	15.7	1.3	-7.4	0.9
CCN(CC)S(=O)(=O)c1ccc2c(c1)c(=O)c(C(=O)N1CCN(c3ccccc3)CC1)cn2C	-2.4	x	x	-2.9	10.1	6.6	2.1	-12.3	x
c1ccc(-n2ncc3c(N4CCCCC4)ncnc32)cc1	-11.5	x	81.5*	1.8	5.0	10.2	3.2	-8.8	0.2
COc1ccccc1N1CCN(Cc2nc(N)nc(Nc3ccccc3)n2)CC1	3.9	8.6	39.3	-9.8	1.2	-2.6	5.2	-2.9	0.6
CCOC(=O)C1CCN(C(=O)CSc2ccccc2)CC1	-1.9	4.5	30.7	17.2	-0.6	-0.2	-9.7	1.1	0.7
C=CCSc1nnc(NC(=O)c2cccc(S(=O)(=O)N3CCOCC3)c2)s1	-8.1	-8.0	9.2	-14.9	5.0	6.8	4.3	-11.6	0.9
COC(=O)c1ccc(NC(=O)CSCC(=O)OCC(=O)c2ccc(Br)cc2)cc1	5.7	x	27.6	-30.1	5.6	-7.2	-1.1	-4.9	0.7
COc1ccc(CCNC(=O)c2ccc(CNc3c(N4CCOCC4)c(=O)c3=O)cc2)cc1OC	-0.1	5.3	0.0	7.9	6.8	-2.2	-1.0	-1.2	1
CCOc1ccc(C(=O)Nc2ccc(NC(=O)c3ccco3)c(Cl)c2)cc1Br	6.6	x	10.8	-1.6	-2.5	-8.2	-6.4	-22.1	0.9
CCOc1ccc(NC(=O)N(CCC(C)C)C2CCN(C(C)=O)CC2)cc1	17.3	-2.0	10.3	-19.6	7.4	-16.8	-6.7	-6.6	0.9
c1ccc(-c2csc(N3CCN(c4ccccn4)CC3)n2)cc1	3.0	-1.9	-9.8	-13.4	2.9	-3.6	-0.5	-9.2	1.1
C=CCn1c(=O)c2c3c(sc2n2c(Nc4ccc(OC)cc4)nnc12)CCCC3	1.0	2.5	78.8*	8.9	5.9	-4.1	0.4	-6.9	0.2
Cc1cc(N2C(=O)CC(N3CCN(C(c4ccccc4)c4ccccc4)CC3)C2=O)no1 (stereo not drawn)	-1.1	6.8	97.8*	1.3	9.2	1.0	13.0	-6.3	0
CCCOc1ccc(NCC(=O)Nc2ccc(C)cc2C)cc1	-12.8	-0.1	x	10.3	6.8	13.3	1.5	-9.0	x
COc1ccc(CCNC(=O)C2(C)CCC(=O)N2CCC(C)C)cc1OC (stereo not drawn)	-4.6	x	x	0.5	4.4	2.3	3.5	-10.4	x
COc1ccc(Br)cc1C1NC(=O)NC(C)=C1C(=O)N(C)C (stereo not drawn)	-0.9	x	-1.4	10.5	10.5	0.8	4.5	-8.7	1
Cc1nc2c([nH]c3ccc(Br)cc32)s1	9.2	-3.2	-10.2	3.3	7.2	-7.5	-3.7	-18.8	1.1
COc1cccc(-n2c(SCC(=O)Nc3cc(C)on3)nc3ccccc3c2=O)c1	0.0	5.2	24.5	-4.1	2.6	-0.4	-2.6	-1.5	0.8
CC(C)Sc1nnc(-c2c[nH]c3ccccc23)n1C	x	11.9	19.1	-2.3	1.7	x	-2.3	63.6*	0.8
COc1ccc(-c2cc(C(=O)Nc3cccc(C(C)=O)c3)no2)cc1	4.4	-2.0	2.3	31.9	5.0	-3.8	4.1	-14.1	1
O=C(Nc1ccccc1C(=O)OCc1nnc(-c2ccccc2)o1)c1ccco1	3.9	6.7	95.3*	-10.3	14.0	-6.2	-2.4	-1.7	0
CC1(C)Cc2c(sc3ncn4nc(-c5ccco5)nc4c23)CO1	-0.3	6.5	x	-15.8	3.0	-1.1	2.8	-8.0	x
O=C(c1ccccc1)c1cc(F)c(N2CCOCC2)cc1Cl	4.1	x	-16.8	-24.4	-0.5	-6.3	-2.4	12.8	1.2
CSCC[C@H](NC(=O)CC(C)(C)C)c1nc2ccccc2[nH]1	-5.0	-1.4	13.7	-14.3	7.8	1.7	3.2	-8.7	0.9
CCOC(=O)c1sc(N)c(C#N)c1CSc1nc2ccc(C)cc2[nH]1	-0.4	6.8	76.2*	11.5	7.0	-0.1	-2.9	-7.8	0.2
CC1CN(CCC(=O)Nc2ccc3c(c2)CCC3)CC(C)O1 (stereo not drawn)	-5.1	7.8	7.5	18.2	3.7	3.0	-15.3	11.3	0.9
Cc1nn(CC(=O)Nc2sc3c(c2C#N)CCC(C(C)(C)C)C3)c(C)c1[N+](=O)[O-] (stereo not drawn)	-4.5	x	48.3	-20.4	8.8	5.0	-4.4	-5.2	0.5
C=CCn1c(=S)[nH]c2ccccc2c1=O	-13.1	7.5	x	-28.6	10.8	12.5	0.7	-9.0	x
O=C(NCc1ccc2c(c1)OCO2)c1cc(-c2ccccc2Cl)on1	16.3	5.5	-49.2	14.1	6.2	-14.0	-4.0	-24.0	1.5
COc1cc2c(cc1OC)C(C(=O)NC1CC1)C1c3ccccc3CCN1C2=O (stereo not drawn)	0.9	x	x	-4.0	2.0	-3.4	6.0	15.4	x
CC(C)Oc1cccc(-c2cc(C(=O)N3CCN(c4ncccn4)CC3)c3ccccc3n2)c1	-5.2	5.6	84.1*	-25.8	-0.7	8.3	11.6	-9.4	0.2
COc1ccc(Br)cc1CN1CCCC(C(=O)N2CCCCCC2)C1 (stereo not drawn)	2.5	5.0	-12.4	-19.4	10.7	-5.0	6.2	-0.9	1.1
O=[N+]([O-])c1cc(C(F)(F)F)ccc1Sc1ccc2ccccc2n1	-10.8	x	-2.7	-22.4	18.6	12.7	2.7	-18.2	1
Cc1ccc(CNC(=O)CCNS(=O)(=O)c2ccc(C)cc2)cc1	1.5	-0.7	-71.4	-18.5	-3.0	0.9	-3.2	2.8	1.7
O=S(=O)(NCCSc1nnc(-c2ccco2)n1-c1ccccc1)c1ccccc1	6.6	2.4	83.0*	-4.5	6.8	-6.7	-11.5	-3.2	0.2
Cc1cc(NC(=O)COC(=O)C2CCN(S(=O)(=O)c3c(Cl)cccc3Cl)CC2)no1	-2.2	5.3	42.4	-12.8	16.4	5.4	7.2	-2.3	0.6
CCN(C(=O)CSc1nnc(NC2CCCCC2)s1)C1CCS(=O)(=O)C1 (stereo not drawn)	1.4	x	-7.0	-1.0	0.2	-0.8	-0.5	-6.5	1.1
O=C(c1ccc2c(c1)OCO2)N1CCCc2ccccc21	-3.5	0.6	3.8	-26.6	2.3	1.6	-1.5	-6.6	1
Clc1ccc(-n2ncc3c(NCCN4CCOCC4)ncnc32)cc1	3.6	x	2.2	-4.7	1.6	-3.1	-5.8	-10.6	1
COCCCN1C(=O)c2[nH]nc(-c3ccccc3O)c2C1c1cccc(Cl)c1 (stereo not drawn)	6.6	6.7	35.1	-2.6	1.6	-5.3	-4.4	-9.9	0.6
Cc1ccc(NC(=O)Cc2ccc(F)cc2)cc1	-4.9	-3.3	18.3	-1.2	-8.8	5.8	-1.0	2.0	0.8
COC(=O)CSc1nc2ccccc2nc1SCC(=O)OC	-12.3	5.4	24.7	-21.3	6.0	9.5	2.7	-2.4	0.8
COc1cc(C2C(C#N)=C(C)NC3=C2C(=O)CC(C)(C)C3)ccc1O (stereo not drawn)	-9.1	6.1	58.5*	-11.4	4.2	4.9	-4.2	-4.3	0.4
COc1ccc(CNC(=O)C2CC=CCC2C(=O)O)cc1OC (stereo not drawn)	-11.4	-0.2	-18.9	13.1	12.3	10.9	4.1	-12.1	1.2
CCn1c2ccccc2c2cc(/C=N/NC(=O)c3cccc(C)c3)ccc21	-2.9	x	36.9	16.2	5.4	6.3	-0.4	-9.3	0.6
CCOC(=O)CC(NC(=O)c1ccc(C)cc1)c1ccc(C)cc1 (stereo not drawn)	18.0	11.7	16.3	-2.2	-1.1	-15.5	-13.4	-9.0	0.8
Nc1nnn(Cc2ccccc2)n1	0.9	4.2	x	0.1	2.4	3.1	-4.9	6.4	x
Cc1nc(N2CCN(S(=O)(=O)c3ccccc3)CC2)c2cc(-c3ccccc3)sc2n1	-4.1	8.7	52.6*	17.9	1.3	5.2	-3.5	-2.5	0.5
CCN1CCCC1CNC(=O)c1cc(OC)c(OC)c(OC)c1 (stereo not drawn)	5.9	0.6	11.4	25.4	6.0	-5.6	-2.3	-8.8	0.9
COC(=O)c1sccc1NC(=O)CSc1ccccc1NS(=O)(=O)c1ccccc1Cl	11.1	x	86.7*	-9.2	4.2	-9.5	2.6	-16.8	0.1
O=c1c2c(nc3nc(Cc4ccccc4)[nH]n13)CCC2	2.1	x	39.2	-4.6	5.9	-2.7	0.0	-12.5	0.6
Cc1ccc(NC(=O)CCC(=O)OCC(=O)c2ccc(-c3ccccc3)cc2)cc1	-2.0	x	x	1.1	18.8	2.1	-2.1	-8.7	x
Cc1ccc(Nc2nc(N)nc(CSc3nc(C)cc(C)n3)n2)cc1	3.7	3.1	-58.7	4.3	11.7	0.1	6.3	-5.6	1.6
CCOc1cccc(C2c3c(oc4cc(C)c(C)cc4c3=O)C(=O)N2CCCN(C)C)c1 (stereo not drawn)	-12.1	7.2	49.7	-2.4	15.9	8.7	5.6	-15.7	0.5
O=C(CSc1nc2ccsc2c(=O)n1-c1ccccc1)N1CCCC1	-9.9	4.9	14.9	-10.3	-0.6	7.8	-3.5	-7.9	0.9
Cc1cn(C(=O)c2cccc(Br)c2)c(C)n1	0.8	x	16.1	20.7	0.5	-3.5	0.9	-9.5	0.8
COc1ccc(-n2nnc3c(SCC(=O)c4ccccc4)ncnc32)cc1	-2.7	3.3	-3.2	6.2	-0.6	3.3	-0.2	-1.4	1
COc1ccc(OC/C(O)=C(\C#N)c2nc3ccccc3[nH]2)cc1	-2.4	x	-12.0	-12.5	11.1	0.3	-3.6	-7.4	1.1
Cc1ccc(N2C(=O)c3cccc4c(N5CCN(C)CC5)ccc(c34)C2=O)c2cccnc12	6.0	-5.2	13.6	2.8	110.1*[fluorescence artefact?]	-11.5	2.4	-21.1	0.9
CCOC(=O)N1CCC(NC(=O)C2=C(C)C(=O)OC23CCC(C)CC3)CC1 (stereo not drawn)	-9.1	x	x	-16.2	0.4	6.9	-1.5	-8.7	x
OCCNCc1cc(Br)ccc1OCc1ccc(Cl)cc1	-12.4	x	-3.2	10.2	-4.4	16.5	1.0	3.0	1
O=C(NCC(c1cccnc1)N1CCOCC1)c1ccco1 (stereo not drawn)	-5.8	0.9	27.1	-14.3	6.5	9.2	4.9	3.1	0.7
CN1CCCc2cc(C#N)c(=O)[nH]c21	4.2	8.6	45.5	22.9	4.8	2.0	-1.8	-20.8	0.5

Random draw from the library; about 20% have a hit in one of these screens.
